MCL1-BIM inh: disrupts human MCL1 binding to BIM-BH3 peptide | Q07820 | GST-MCL1 / FITC-Bim-BH3 fluorescence polarization | inhibition, % at 10.9 µM | 320,000 compounds, 0.68% hits | AID 2057;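 active means inhibition above the mean inhibition of all tested compounds plus 3 SD, set per campaign, cut at about 40% in these data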;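 further: 0% = DMSO wells and 100% = unlabeled Bim-BH3 peptide control; higher means more loss of mP so more displacement of Bim peptide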
CIT2-GFP yeast: modulators of TOR pathway CIT2-GFP in S. cerevisiae; S. cerevisiae CIT2-GFP strain, flow cytometry, 3 h; 100 means same as DMSO wells; GFP response vs DMSO, % at 10 µM; 320,000 compounds, 0.065% hits;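 active means GFP response relative to DMSO above a set limit, near the screen mean plus 3 SD, cut at about 150% in these data; inconclusive means Fewer than 70 cells measured for a yeast strain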;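 further: ratio of well median GFP fluorescence to mean of DMSO wells on the plate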
AGP1 TOR yeast: modulators of TOR pathway AGP1-GFP in S. cerevisiae; AID 2066; GFP response vs DMSO, % at 10 µM; 320,000 compounds, 0.02% hits; S. cerevisiae AGP1-GFP multiplex flow cytometry, 3 h; GFP as percent of DMSO wells;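 active means GFP response relative to DMSO above a set limit, near screen average plus 3 SD, cut at about 150% in these data; inconclusive means fewer than 70 cells counted for the yeast strain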;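 further: median GFP channel fluorescence of the gated AGP1 strain per well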
GLD-1 RNA inh: GLD-1-TGE RNA interaction inhibition (C. elegans); purified GLD-1 + fluorescein TGE RNA, fluorescence polarization; inhibition, % at 5.96 µM; Q17339; 320,000 compounds, 0.44% hits;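 active means percent inhibition above a per-plate cutoff, the plate mean of test compounds plus 3 SD, cut at about 30% in these data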;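 further: 0% = DMSO wells with GLD-1 and probe and 100% = wells lacking GLD-1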
GRK2 inh: human GRK2 inhibition via aptamer displacement. P25098. bead flow cytometry, FAM-aptamer displacement from GRK2. inhibition of aptamer binding, % at 10 µM. 330,000 compounds, 0.59% hits. AID 488847;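 active means inhibition of aptamer binding above 40%, roughly 3 SD of noise, on plates passing a quality check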;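 further: median bead fluorescence of bound FAM aptamer so fluorescent compounds give negative values; no value below 0 was filed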
Target sequence (P25098 whole entry, looked up): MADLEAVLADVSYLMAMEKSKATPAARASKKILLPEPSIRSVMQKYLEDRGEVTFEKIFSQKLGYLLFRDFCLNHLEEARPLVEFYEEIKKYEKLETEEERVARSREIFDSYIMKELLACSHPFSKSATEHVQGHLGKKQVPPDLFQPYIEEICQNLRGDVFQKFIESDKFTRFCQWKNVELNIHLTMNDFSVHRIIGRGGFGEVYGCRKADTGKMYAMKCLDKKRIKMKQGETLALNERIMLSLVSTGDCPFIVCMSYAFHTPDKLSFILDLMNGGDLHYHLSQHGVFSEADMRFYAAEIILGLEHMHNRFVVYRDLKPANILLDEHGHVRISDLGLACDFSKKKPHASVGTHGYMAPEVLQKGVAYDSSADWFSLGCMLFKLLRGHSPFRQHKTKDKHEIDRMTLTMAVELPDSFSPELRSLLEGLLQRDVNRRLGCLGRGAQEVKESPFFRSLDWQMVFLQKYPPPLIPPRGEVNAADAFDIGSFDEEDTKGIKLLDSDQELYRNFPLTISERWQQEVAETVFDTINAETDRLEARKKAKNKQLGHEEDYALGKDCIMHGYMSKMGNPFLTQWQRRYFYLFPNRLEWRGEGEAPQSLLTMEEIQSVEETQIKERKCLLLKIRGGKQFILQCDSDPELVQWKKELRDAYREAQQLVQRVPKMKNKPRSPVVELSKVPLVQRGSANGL
VLA-4 inh: inhibition in a human VLA-4 binding assay; VLA-4 expressing cells, ligand binding flow cytometry; inhibition, % (about 7 µM as worked out from the volumes in the protocol); 330,000 compounds, 0.2% hits; AID 2557; in the data active means inhibition above about 50%
Yeast superoxide: caloric restriction mimetics inhibiting age-related superoxide in yeast. superoxide response (% of plate mean), % at 10 µM. S. cerevisiae aged cells, superoxide DHE fluorescence; hits give low values. 330,000 compounds, 0.18% hits;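 active means superoxide response under a set limit, about three screen SD below normal, cut at about 65% in these data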;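 further: yeast aged for seven days with compound at 30 °C before DHE staining; 100% = average MFI of all compound-treated wells on the plate with controls excluded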
MEX-5 binding: C. elegans MEX-5 TCR-2 RNA binding activity. MEX-5/FITC-TCR2 RNA binding, fluorescence polarization; hits give low values. activity score (negative = inhibition of binding), % at 10 µM. 300,000 compounds, 0.38% hits;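 active means inhibition past about -25% in most replicates, and total fluorescence under double the plate's negative control median, limit read from the data; inconclusive means replicates evenly split on the limit, or fluorescence at least double controls; inactive means too little inhibition in most replicates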;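 further: 0% = DMSO and -100% = 5 µM competing unlabeled TCR2 RNA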
BCLXL inh: blocks human Bcl-xL binding to Bim BH3 peptide. 320,000 compounds, 0.7% hits. GST-Bcl-xL / FITC-Bim BH3 peptide fluorescence polarization. inhibition, % at 10.9 µM. Q07817;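 active means inhibition above the mean of all tested compounds plus 3 SD, cutoff set per campaign, cut at about 30% in these data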;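 further: 0% = DMSO wells and 100% = unlabeled Bim-BH3 peptide competitor; inhibitors lower millipolarization by displacing the labeled peptide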
Target sequence (Q07817 whole entry, looked up): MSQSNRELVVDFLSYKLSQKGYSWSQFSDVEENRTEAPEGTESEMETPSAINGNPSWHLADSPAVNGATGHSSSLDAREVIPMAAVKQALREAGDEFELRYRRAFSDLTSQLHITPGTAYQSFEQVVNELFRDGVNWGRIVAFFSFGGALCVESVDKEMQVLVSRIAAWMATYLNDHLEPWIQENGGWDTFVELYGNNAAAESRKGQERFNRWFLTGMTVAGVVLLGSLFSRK
An asterisk follows results filed as active; ? = inconclusive; / = no result given.

Sample of the layout, 11 compounds:
SMILES	MCL1-BIM inh	CIT2-GFP yeast	AGP1 TOR yeast	GLD-1 RNA inh	GRK2 inh	VLA-4 inh	Yeast superoxide	MEX-5 binding	BCLXL inh
COCCNC(=O)C(C)Oc1ccccc1 (centres undefined)	6	104	98	-2	5	18	101	-0.7	1
COc1ccc(-c2nc(N3CCC(C)CC3)[nH]c(=O)c2C#N)cc1	3	100	100	0	1	-5	106	-1.5	3
CCCCc1c(C)nc(Nc2ccc(OC)cc2)[nH]c1=O	1	104	108	-5	1	32	96	1.0	0
Cc1ccc(-n2ncc3c2CCCC3NC(=O)CCCN2CCCC2=O)cc1C (centres undefined)	-3	90	94	-6	0	-2	102	-6.5	4
O=C(CCCc1ccccc1)Nc1ccnn1C1CCN(Cc2ccccc2F)CC1	-6	98	101	4	0	13	75	0.8	3
O=C(NCCO)C1COc2ccccc2O1 (centres undefined)	-3	98	103	4	1	3	98	-2.3	5
COc1ccc(COCC(O)CN2CCN(S(=O)(=O)c3ccc(C(C)C)cc3)CC2)cc1 (centres undefined)	-1	98	100	-5	1	-3	107	/	7
CC(C)CN1C(=O)c2ccc(C(=O)Nc3ccccc3C(=O)O)cc2C1=O	3	100	95	4	3	5	122	1.2	5
CC1(c2ccc(OC(F)F)cc2)NC(=O)N(CC(=O)Nc2ccc(Cl)cc2F)C1=O (centres undefined)	4	104	99	0	0	8	114	0.7	1
CCOC(=O)C1(Cc2ccccc2)CCCN(C2CCN(C(C)=O)CC2)C1 (centres undefined)	6	97	107	-6	0	3	107	-0.5	7
CCC(C)C(=O)Nc1nnc(SCC(=O)NC2CCCC2)s1 (centres undefined)	4	91	96	-2	3	-5	111	-1.7	5

The listing (from the top)
SMILES	MCL1-BIM inh	CIT2-GFP yeast	AGP1 TOR yeast	GLD-1 RNA inh	GRK2 inh	VLA-4 inh	Yeast superoxide	MEX-5 binding	BCLXL inh
COCCNC(=O)C(C)Oc1ccccc1 (centres undefined)	6	104	98	-2	5	18	101	-0.7	1
COc1ccc(-c2nc(N3CCC(C)CC3)[nH]c(=O)c2C#N)cc1	3	100	100	0	1	-5	106	-1.5	3
CCCCc1c(C)nc(Nc2ccc(OC)cc2)[nH]c1=O	1	104	108	-5	1	32	96	1.0	0
Cc1ccc(-n2ncc3c2CCCC3NC(=O)CCCN2CCCC2=O)cc1C (centres undefined)	-3	90	94	-6	0	-2	102	-6.5	4
O=C(CCCc1ccccc1)Nc1ccnn1C1CCN(Cc2ccccc2F)CC1	-6	98	101	4	0	13	75	0.8	3
O=C(NCCO)C1COc2ccccc2O1 (centres undefined)	-3	98	103	4	1	3	98	-2.3	5
COc1ccc(COCC(O)CN2CCN(S(=O)(=O)c3ccc(C(C)C)cc3)CC2)cc1 (centres undefined)	-1	98	100	-5	1	-3	107	/	7
CC(C)CN1C(=O)c2ccc(C(=O)Nc3ccccc3C(=O)O)cc2C1=O	3	100	95	4	3	5	122	1.2	5
CC1(c2ccc(OC(F)F)cc2)NC(=O)N(CC(=O)Nc2ccc(Cl)cc2F)C1=O (centres undefined)	4	104	99	0	0	8	114	0.7	1
CCOC(=O)C1(Cc2ccccc2)CCCN(C2CCN(C(C)=O)CC2)C1 (centres undefined)	6	97	107	-6	0	3	107	-0.5	7
CCC(C)C(=O)Nc1nnc(SCC(=O)NC2CCCC2)s1 (centres undefined)	4	91	96	-2	3	-5	111	-1.7	5
Cc1ccc(NC(=O)CN2C(=O)COc3ccc(C)cc32)nc1	6	/	105	3	5	14	94	1.5	1
O=C(NN1C(=O)NC2(CCCCC2)C1=O)c1cc2cc(Cl)ccc2o1	/	90	90	10	5	25	100	/	/
O=C(CCCSc1nc2ccccc2s1)NC1=NCCS1	5	98	98	6	0	6	93	3.7	3
CCC(C)[C@H](NC(=O)Nc1ccc(C)cc1C)C(=O)O (some centres undefined)	-1	110	106	9	0	6	106	-2.9	1
COc1ccc(/C=C(/NC(=O)c2ccccc2)C(=O)NCCCn2ccnc2)cc1OC	12	96	101	6	0	-2	93	-1.5	11
CC(=O)C(/C=N/c1ncc(C(F)(F)F)cc1Cl)=C(\C)O	-1	122	103	1	1	-18	115	2.0	0
O=C(C1CCN(C2CCN(C/C=C/c3ccccc3)CC2)CC1)N1CCOCC1	2	102	104	-4	0	7	94	-3.4	2
COc1ccc(C(=O)CSc2nnc(CC(=O)Nc3ccccc3OC)n2C)cc1	-3	92	95	0	0	-2	97	0.2	0
COc1ccc(/C=C(/NC(C)=O)C(=O)O)cc1	8	109	108	-10	3	-5	94	0.0	7
COc1ccc(CC(=O)N(C)Cc2cccc(OC)c2OC)cc1S(=O)(=O)N1CCOCC1	-4	101	107	1	0	-9	87	-1.6	4
Cc1[nH]nc2c1C1(C(=O)Nc3ccc([N+](=O)[O-])cc31)C(C#N)=C(N)O2 (centres undefined)	7	/	101	3	4	2	96	-3.1	2
CCOC(=O)c1nnc(-c2ccccc2)nc1N1CC(C)OC(C)C1 (centres undefined)	-3	105	101	1	2	-1	116	-2.3	0
CC1(c2ccccc2)NC(=O)N(CC(=O)Nc2ccc(S(N)(=O)=O)cc2)C1=O (centres undefined)	0	100	104	2	0	-4	88	0.7	3
CC(C)CNC(=O)NC(=O)COc1ncnc2sccc12	54*	90	/	7	1	17	101	-1.8	14
COc1cc2c(cc1OC)CN(C(=O)C(CCSC)NS(=O)(=O)c1ccc(C)cc1)CC2 (centres undefined)	6	98	107	8	0	1	97	-1.0	4
CC(=O)CCc1oc2c([N+](=O)[O-])cccc2c1-c1ccc(C)o1	2	97	94	-1	1	-20	100	-0.9	1
COc1ccc(CNC(=O)N2CCc3ccccc3C2)cc1	-2	93	90	5	0	5	103	-1.3	2
CCc1nc(SCC(=O)NNC(=O)C(C)C)c2ccccc2n1	4	94	103	4	2	-12	103	-0.3	-1
Cc1ccc(C)c(NC(=S)N(CCc2ccncc2)C(C)C)c1	9	113	106	6	6	-2	102	0.0	6
Cc1ccc(S(=O)(=O)c2cc3c(=O)n4ccccc4nc3n(CCCN3CCOCC3)c2=N)cc1C	16	?	?	5	0	-9	115	-1.4	18
O=C(CSc1ncnc2c1cnn2-c1ccc(F)cc1)NC1CCCC1	1	97	91	-6	1	7	119	0.1	4
Nc1nonc1-n1nnc(C(=O)N/N=C/c2cccc(F)c2)c1-c1ccccc1	0	103	102	-8	1	-7	95	-1.7	5
O=C(O)c1ccc2c(c1)C(=O)N(Cc1ccco1)C2=O	-4	82	76	3	4	-13	103	1.1	4
Cc1cc(C(C)(C)C)cc(C)c1COC(=O)c1cccnc1	-2	97	103	6	1	-6	91	0.2	2
COc1cc(Cl)ccc1OCc1cc(C(=O)N(C)Cc2cn(C)nc2C)no1	8	99	112	-4	0	7	100	1.0	10
CC(C)c1ccccc1OCC(=O)Nc1ccc2[nH]ncc2c1	10	89	97	-7	3	-17	101	-4.5	14
CCC(C(=O)NC1CCCCC1)N(Cc1cccs1)C(=O)CCC(=O)Nc1cc(C)on1 (centres undefined)	-3	104	107	7	0	9	91	0.0	3
Cc1ccc(N2C(=O)N(CC(=O)Nc3cccc([N+](=O)[O-])c3C)C(=O)C2C)cc1 (centres undefined)	-2	94	94	3	3	7	99	-0.6	0
O=C(OCC(=O)N1CCOCC1)c1cc2ccccc2oc1=O	0	98	106	0	0	4	91	/	-5
CC(C)N(CCO)C(=O)C(c1ccccc1)c1ccccc1	1	88	88	-3	0	-4	88	-0.2	4
CNc1nc2ccccc2n(C)c1=O	3	100	106	-3	1	4	108	-1.1	3
FC(F)(F)c1ccc(Nc2nnnc3ccccc23)cc1	-8	106	100	-1	0	-3	105	1.5	6
CCOC(=O)C1CCN(C(=O)CNC(=O)c2nn(-c3ccc(OC)c(Cl)c3)c(=O)c3ccccc23)CC1	8	95	98	-11	0	6	126	-1.8	8
Cc1ccc(-c2nn(C(C)(C)C)c3ncnc(N)c23)cc1	4	49	103	-3	2	12	55*	/	-3
Cc1c(O)ccc(-c2n[nH]c(C(=O)O)c2-c2nc3ccccc3s2)c1O	14	96	102	44*	24	-1	111	-58*	11
COc1ccccc1-c1sc2ccccc2c1-c1ccc2c(c1)OCO2	4	99	101	3	0	4	91	3.5	1
O=C(NC(=S)Nc1nc2ccccc2s1)c1cccs1	14	102	101	-3	0	15	89	7.3	9
COc1ccc(-n2c(Cc3cccn3C)nnc2SCC(=O)NC2CCCC2)cc1	-4	93	99	4	1	44	101	11	-2
O=C(c1ccc(NS(=O)(=O)c2cccc3cccnc23)cc1)N1CCOCC1	-3	100	105	-9	0	-2	108	0.7	1
COc1cccc(CN2CCN(C(=O)c3ccc(-c4ccccc4)cc3)CC2)c1OC	14	102	108	6	0	-10	98	0.6	4
CCn1c(SCC(=O)Nc2ccc(NC(=O)c3ccco3)cc2)nnc1-c1cccs1	-12	101	105	-3	5	21	107	-2.4	-8
OC(CN1CCN(Cc2ccccc2)CC1)c1ccc(F)cc1 (centres undefined)	5	104	103	3	5	15	118	/	4
O=C(CSc1nc(=O)n2ccccc2n1)NCc1ccc2c(c1)OCO2	0	101	102	-1	1	19	106	1.1	0
O=C(NCc1ccco1)C1CCN(c2nc3ccccc3n2Cc2ccccc2F)CC1	1	96	95	3	0	-23	102	-1.1	8
CCCC1(C(=O)OC)NC(c2ccc(OC)cc2OC)C2C(=O)N(c3cccc(C(C)=O)c3)C(=O)C21 (centres undefined)	-5	104	103	4	1	8	99	2.4	-2
CCOC(=O)c1ccc(NC(=O)C(CC)CC)cc1	6	96	92	7	1	3	91	-0.3	2
COC(=O)CN1C(=O)COc2ccc(Cl)cc21	6	98	100	4	1	-21	98	-0.5	5
CCOc1ccccc1NCc1nnc(-c2ccccc2)o1	-1	100	88	11	5	-6	102	-0.3	-1
COc1cc(C)ccc1OCC(=O)Nc1nnc(C2CC2)s1	/	87	89	7	0	9	122	/	/

New compounds follow.
SMILES	MCL1-BIM inh	CIT2-GFP yeast	AGP1 TOR yeast	GLD-1 RNA inh	GRK2 inh	VLA-4 inh	Yeast superoxide	MEX-5 binding	BCLXL inh
Cc1ccc(C)c(NC(=O)CN2C(=O)NC(C)(c3ccc4c(c3)OCCO4)C2=O)c1 (centres undefined)	-8	96	93	5	1	-5	78	/	0
COC(=O)c1ccc(NC(=O)Cn2nc(C(=O)Nc3ccc(C)cc3)ccc2=O)cc1	3	110	22	7	4	-1	124	1.0	7
CC(C)CCNC(=O)CN(CC1CCCO1)C(=O)CCC(=O)Nc1nccs1 (centres undefined)	8	108	103	4	0	2	102	-3.0	3
O=C(COc1ccccc1)Nc1ccc([N+](=O)[O-])cc1	0	92	97	6	4	7	88	3.9	0

Assay outcomes deposited in PubChem BioAssay by several laboratories.

The order is random; 2.1% or so of the library scored in one or more.
